DAGLB inh: DAGLB lipase inhibitors, primary screen, biochemical, fluorescence, HTS. actives 0.059% (n = 340,000). inhibition, % at 5.17 µM. HEK293T DAGLB membrane lysate, EnzChek fluorogenic substrate. Diacylglycerol lipase-beta (Homo sapiens), Q8NCG7; in the data active = inhibition above about 34%;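 also: 0% = enzyme with vehicle and 100% = wells lacking enzyme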
RTF Ca sens inh: cardiac RTF calcium sensitivity inhibitors, primary screen, biochemical, IANBD-TnC fluorescence, EC70 calcium | inhibition, % at 7.15 µM | actives 0.12% (n = 340,000) | Troponin I, cardiac muscle (Homo sapiens) + Troponin T, cardiac muscle (Homo sapiens) + … | IANBD-labeled cardiac RTF, Ca2+ fluorescence | AID 493244, 2011;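 active = inhibition above the mean inhibition of all tested compounds plus 3 SD, cut at about 17% in these data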;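 also: assay run at fixed EC70 calcium of 1.6 mM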
Keap1-Nrf2 PPI: Keap1-Nrf2 protein-protein interaction inhibitors, primary screen, biochemical, fluorescence polarization, single point; Keap1 Kelch-Nrf2 peptide fluorescence polarization, 1536-well; actives 0.15% (n = 340,000); Kelch-like ECH-associated protein 1 (Homo sapiens), Q14145; inhibition, % at 9.4 µM; in the data active = inhibition above about 12%;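 also: human Keap1 Kelch domain with fluorescein labeled Nrf2 9mer peptide probe; 0% = neutral control wells and 100% = peptide positive control; higher means more block of Keap1 binding to Nrf2 peptide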
PKA-R2B act: activators of PKA-R2B holoenzyme, primary screen, biochemical, fluorescence polarization, Cy5-IP20, human; PKA-R2B holoenzyme dissociation; R2B truncated from residue 108, S112A mutant; 0% DMSO only, 100% 113 µM cGMP; activation, % at 11.4 µM; actives 0.079% (n = 340,000); AID 504700, 2011;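 active = activation above a cutoff set at the mean over all compounds plus 3 SD, cut at about 18% in these data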;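 also: higher means more holoenzyme dissociation and a rise in polarization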
NSD2 inh: NSD2 histone methyltransferase inhibitors, primary screen, biochemical, AlphaScreen, single concentration, set 2 | inhibition, % at 12.5 µM | Histone-lysine N-methyltransferase NSD2 (Homo sapiens), O96028 | NSD2 peptide methylation, 120 min | actives 0.54% (n = 310,000); in the data active = inhibition above about 50%
Target sequence (O96028 whole entry, looked up): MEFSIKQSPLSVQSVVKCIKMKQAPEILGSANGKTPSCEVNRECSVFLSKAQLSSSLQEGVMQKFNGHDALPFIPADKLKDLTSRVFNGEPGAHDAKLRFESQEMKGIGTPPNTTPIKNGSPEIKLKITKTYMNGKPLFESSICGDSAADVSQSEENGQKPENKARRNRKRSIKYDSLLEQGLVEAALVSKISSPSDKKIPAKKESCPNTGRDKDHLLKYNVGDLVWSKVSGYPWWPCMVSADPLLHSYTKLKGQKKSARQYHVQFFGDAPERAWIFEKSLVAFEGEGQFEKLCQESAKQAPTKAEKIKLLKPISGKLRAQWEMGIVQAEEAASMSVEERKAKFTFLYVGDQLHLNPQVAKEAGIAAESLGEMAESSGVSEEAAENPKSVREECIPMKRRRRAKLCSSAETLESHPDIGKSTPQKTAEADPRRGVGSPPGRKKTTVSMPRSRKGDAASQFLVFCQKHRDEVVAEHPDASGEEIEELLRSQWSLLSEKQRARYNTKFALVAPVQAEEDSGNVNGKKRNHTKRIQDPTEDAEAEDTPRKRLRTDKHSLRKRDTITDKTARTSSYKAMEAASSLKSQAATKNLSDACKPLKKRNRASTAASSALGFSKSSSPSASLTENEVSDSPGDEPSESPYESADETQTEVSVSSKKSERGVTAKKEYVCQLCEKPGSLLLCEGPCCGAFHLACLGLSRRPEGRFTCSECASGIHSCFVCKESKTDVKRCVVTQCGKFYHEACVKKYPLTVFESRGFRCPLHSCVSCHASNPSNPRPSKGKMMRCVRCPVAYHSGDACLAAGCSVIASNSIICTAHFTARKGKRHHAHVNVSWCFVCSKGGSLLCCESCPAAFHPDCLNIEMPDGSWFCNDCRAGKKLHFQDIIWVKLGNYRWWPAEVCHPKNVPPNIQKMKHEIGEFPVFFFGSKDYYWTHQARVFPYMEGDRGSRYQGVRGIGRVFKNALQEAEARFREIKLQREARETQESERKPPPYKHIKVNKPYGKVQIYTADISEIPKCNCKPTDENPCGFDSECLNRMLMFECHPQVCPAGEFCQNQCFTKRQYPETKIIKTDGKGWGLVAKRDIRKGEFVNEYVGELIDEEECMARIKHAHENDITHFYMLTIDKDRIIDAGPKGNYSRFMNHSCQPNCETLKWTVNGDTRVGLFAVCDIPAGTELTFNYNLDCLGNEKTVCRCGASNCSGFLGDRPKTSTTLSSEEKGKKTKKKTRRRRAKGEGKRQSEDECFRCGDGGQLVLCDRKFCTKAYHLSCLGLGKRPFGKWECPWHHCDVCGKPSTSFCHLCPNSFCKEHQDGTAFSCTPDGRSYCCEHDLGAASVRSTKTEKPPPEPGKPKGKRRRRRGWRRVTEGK
LANA DNA inh: inhibitors of KSHV C-LANA binding to DNA, primary screen, biochemical, fluorescence polarization, FAM-LBS DNA, MBP-C-LANA, single point; Kaposi's sarcoma herpesvirus LANA C-terminal domain (residues 932-1162) DNA binding; inhibition, % at 9 µM; actives 0.078% (n = 340,000); AID 504423, 2011;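 active = highest replicate inhibition at or above 60% at 9 µM, even if other replicates fall short; inactive = all replicates below 60% inhibition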;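 also: 0% = neutral control wells and 100% = 4 µM acridine orange control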
SR-BI uptake up: activators of SR-BI mediated DiI-HDL uptake, primary screen, ldlA[mSR-BI] CHO cells, DiI fluorescence | 3 h; 100 = double the neutral-control signal | activation, % at 12.5 µM | actives 0.096% (n = 320,000) | AID 504775, 2011;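 active = mean replicate activation of at least 60% and every replicate at or above 60%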;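 also: 0% = median plate neutral-control signal and 100% = twice that signal; values of inactives mirror those of a sister screen read the other way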
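Assay system: LDL receptor-deficient CHO ldlA cells overexpressing murine SR-BI / Medium: BSA-supplemented, HEPES-buffered Ham's F12, pH 7.4 / Probe or stimulus: DiI-labelled HDL at 10 µg/mL final / Timing: compound with DiI-HDL co-incubation, 3 h at 37 °C / Technique: bottom-read cell fluorescence after medium removal, ex 550/em 595 nm / Measure: HDL uptake via cellular fluorescence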
PvdQ inh: P. aeruginosa PvdQ acylase inhibitors, primary screen, biochemical, fluorescence, plate reader and imaging, single point; PvdQ acylase [Pseudomonas aeruginosa LESB58]; purified PvdQ acylase; inhibition, % at 10 µM; actives 0.063% (n = 340,000); in the data active = inhibition above about 30%, passing the limit was not always enough;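 also: 0% = vehicle neutral wells and 100% = reference inhibitor wells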
SR-BI DiI inh: inhibitors of SR-BI mediated HDL lipid uptake, primary screen, ldlA[mSR-BI] cells, fluorescence, single point; Scavenger receptor class B member 1 (Mus musculus), Q61009; ldlA[mSR-BI] CHO cells, DiI-HDL uptake fluorescence, 3 h; inhibition, % at 12.5 µM; actives 0.96% (n = 320,000);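 active = mean replicate inhibition of at least 70% and a set share of replicates each scoring 70 or more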;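 also: 0% = median of neutral control wells and 100% = median of positive control wells; values of inactives mirror those of a sister screen read the other way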
Arr AP2 block: inhibitors of beta-arrestin/AP2 binding, primary screen, biochemical, GPCR trafficking, flow cytometry; actives 0.31% (n = 340,000); inhibition, % at 10 µM; AID 504490, 2011; beta-arrestin 1 C-terminal peptide binding to AP2 beta2-adaptin appendage (human); FITC-arrestin peptide / GST-AP2 beads; AP2 beta2 appendage carries R879A mutation;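 active = inhibition above a set limit, near 3 SD of compounds lacking own fluorescence, cut at about 54% in these data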;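 also: plate controls were DMSO wells for no effect and 5 µM unlabelled arrestin peptide for full effect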
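system = GST-tagged AP2 beta2-adaptin appendage (R879A) on 4 µm glutathione beads | reagent = FITC-labelled arrestin peptide probe, 50 nM final | schedule = compound with beads 12 min RT, then probe 1 h RT | signal = HyperCyt-sampled flow cytometry, FL1 channel, ex 488/em 535 nm | read-out = percent response from loss of bead-bound FITC fluorescence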
Active calls of the source: *. Not a hit list; 2.1% or so of the library scored in one or more.

What do the screens show for `Cc1ccc(C)c(-n2cc[nH]c2=S)c1`?
DAGLB inh: 1; RTF Ca sens inh: -11; Keap1-Nrf2 PPI: 0; PKA-R2B act: -4; NSD2 inh: 0; LANA DNA inh: 1.6; SR-BI uptake up: 11; PvdQ inh: -11; SR-BI DiI inh: -11; Arr AP2 block: -7

Results for C[C@H]1CN=C(N(C)C)N1CCC1CCCC1 ?
DAGLB inh: -1; RTF Ca sens inh: -4; Keap1-Nrf2 PPI: 2; PKA-R2B act: -8; LANA DNA inh: -1.2; SR-BI uptake up: 15; PvdQ inh: -9; SR-BI DiI inh: -15; Arr AP2 block: -4

How did N=c1n(CCCOc2ccc(Br)cc2)c2ccccc2n1CC(N)=O do in these assays?
DAGLB inh: -1; RTF Ca sens inh: -8; Keap1-Nrf2 PPI: -2; PKA-R2B act: 1; NSD2 inh: -8; LANA DNA inh: -0.1; PvdQ inh: -8; Arr AP2 block: -6

How did Cc1ccc(-n2nc3c(c2NC(=O)c2cccs2)CSC3)cc1 do in these assays?
DAGLB inh: 6; RTF Ca sens inh: 2; Keap1-Nrf2 PPI: 0; PKA-R2B act: -8; NSD2 inh: 0; LANA DNA inh: 0.6; SR-BI uptake up: -24; PvdQ inh: 6; SR-BI DiI inh: 24; Arr AP2 block: 18

Results for CCOc1ccc(C(O)c2nccn2C)cc1 (centres undefined) ?
DAGLB inh: -2; RTF Ca sens inh: 2; Keap1-Nrf2 PPI: -3; PKA-R2B act: 2; NSD2 inh: -2; LANA DNA inh: -0.4; SR-BI uptake up: 25; PvdQ inh: 2; SR-BI DiI inh: -25; Arr AP2 block: 4

What do the screens show for `CN(C)c1c2ccccc2nc2c(F)c(F)c(F)c(F)c12`?
DAGLB inh: 2; RTF Ca sens inh: -3; Keap1-Nrf2 PPI: 2; PKA-R2B act: 4; NSD2 inh: 12; LANA DNA inh: -0.3; SR-BI uptake up: -16; PvdQ inh: -2; SR-BI DiI inh: 16; Arr AP2 block: 21

How did CC(=O)N1CCc2cc(Br)cc(S(=O)(=O)N3CCN(C(=O)c4ccco4)CC3)c21 do in these assays?
DAGLB inh: 1; RTF Ca sens inh: 9; Keap1-Nrf2 PPI: -1; PKA-R2B act: -1; NSD2 inh: -1; LANA DNA inh: -1.5; SR-BI uptake up: 25; PvdQ inh: -1; SR-BI DiI inh: -25; Arr AP2 block: -7

What do the screens show for `CCOCCCNC(=O)CCC(=O)NNc1nc2ccccc2c2nc(C)nn12`?
DAGLB inh: 3; RTF Ca sens inh: 2; Keap1-Nrf2 PPI: -3; PKA-R2B act: -7; NSD2 inh: -6; LANA DNA inh: 0.3; SR-BI uptake up: 33; PvdQ inh: -11; SR-BI DiI inh: -33; Arr AP2 block: -5

How did O=[N+]([O-])c1ccc(COc2ccc(-c3[nH]ncc3-c3ccccc3)c(O)c2)cc1 do in these assays?
DAGLB inh: 1; RTF Ca sens inh: 4; Keap1-Nrf2 PPI: 2; PKA-R2B act: -4; NSD2 inh: -5; LANA DNA inh: -0.5; SR-BI uptake up: -14; PvdQ inh: -6; SR-BI DiI inh: 14; Arr AP2 block: 42

How did c1ccc2c(N3CCOCC3)nc(N3CCOCC3)nc2c1 do in these assays?
DAGLB inh: 3; RTF Ca sens inh: 3; Keap1-Nrf2 PPI: 3; PKA-R2B act: -11; NSD2 inh: -3; LANA DNA inh: 0.5; SR-BI uptake up: -29; PvdQ inh: 10; SR-BI DiI inh: 29; Arr AP2 block: 29

How did CC(=O)NS(=O)(=O)c1ccc(NC(=O)CCC2CCCC2)cc1 do in these assays?
DAGLB inh: -1; RTF Ca sens inh: -1; Keap1-Nrf2 PPI: 4; PKA-R2B act: -3; NSD2 inh: 13; LANA DNA inh: -1.0; SR-BI uptake up: 10; PvdQ inh: -12; SR-BI DiI inh: -10; Arr AP2 block: 3

Results for NC(=O)c1nsc(C(=O)N(CC(=O)NC2CCCC2)c2cccc(C(F)(F)F)c2)c1N ?
DAGLB inh: 0; RTF Ca sens inh: -15; Keap1-Nrf2 PPI: 1; PKA-R2B act: 3; NSD2 inh: 1; LANA DNA inh: -2.7; PvdQ inh: -4; Arr AP2 block: -1

How did COc1cc(N2Cc3ccccc3C2)ccc1C=O do in these assays?
DAGLB inh: 0; RTF Ca sens inh: 5; Keap1-Nrf2 PPI: 0; PKA-R2B act: -3; NSD2 inh: 3; LANA DNA inh: -2.9; SR-BI uptake up: -9; PvdQ inh: 4; SR-BI DiI inh: 9; Arr AP2 block: 40

How did COc1ccc(OC)c2c(C)cc(N3CCCCCC3)nc12 do in these assays?
DAGLB inh: 7; RTF Ca sens inh: 5; Keap1-Nrf2 PPI: -6; PKA-R2B act: -11; NSD2 inh: -1; LANA DNA inh: -0.7; SR-BI uptake up: -7; PvdQ inh: -4; SR-BI DiI inh: 7; Arr AP2 block: -2

Results for CC(=O)COc1cccc2ccc(/C=C/c3ccc(Br)s3)nc12 ?
DAGLB inh: -7; RTF Ca sens inh: -10; Keap1-Nrf2 PPI: -4; PKA-R2B act: -5; NSD2 inh: 12; LANA DNA inh: -1.2; SR-BI uptake up: -26; PvdQ inh: -1; SR-BI DiI inh: 26; Arr AP2 block: 9

Results for Cc1cc(C)c(C)c(OCCN2CCOCC2)c1 ?
DAGLB inh: 0; RTF Ca sens inh: -5; Keap1-Nrf2 PPI: -7; PKA-R2B act: -7; NSD2 inh: -1; LANA DNA inh: -1.6; SR-BI uptake up: 2; PvdQ inh: -10; SR-BI DiI inh: -2; Arr AP2 block: 2

Results for CN1N=C(C(=O)Nc2ccc3c(c2)CCC3)CCC1=O ?
DAGLB inh: -4; RTF Ca sens inh: -2; Keap1-Nrf2 PPI: -3; PKA-R2B act: 3; NSD2 inh: 3; LANA DNA inh: 0.0; SR-BI uptake up: -17; PvdQ inh: -7; SR-BI DiI inh: 17; Arr AP2 block: 18

Results for CCc1cc2c(NC(Cc3ccccc3)C(=O)O)nc(C)nc2s1 (centres undefined) ?
DAGLB inh: 0; RTF Ca sens inh: -1; Keap1-Nrf2 PPI: -1; PKA-R2B act: -2; NSD2 inh: -2; LANA DNA inh: -1.4; SR-BI uptake up: 16; PvdQ inh: 5; SR-BI DiI inh: -16; Arr AP2 block: 29

How did O=C(COC(=O)C1=Cc2ccccc2OC1)NCc1ccc(F)cc1 do in these assays?
DAGLB inh: -1; RTF Ca sens inh: -8; Keap1-Nrf2 PPI: -4; PKA-R2B act: 1; NSD2 inh: 1; LANA DNA inh: 8.6; SR-BI uptake up: 5; PvdQ inh: 2; SR-BI DiI inh: -5; Arr AP2 block: 5

How did COc1cccc(NC(=S)NCc2ccccn2)c1 do in these assays?
DAGLB inh: 2; RTF Ca sens inh: -6; Keap1-Nrf2 PPI: -1; PKA-R2B act: -6; NSD2 inh: 0; LANA DNA inh: 0.4; SR-BI uptake up: 17; PvdQ inh: -1; SR-BI DiI inh: -17; Arr AP2 block: 48

How did COc1ccc(CNC(=S)N/N=C/c2ccc(O)c(OC)c2)cc1 do in these assays?
DAGLB inh: 2; RTF Ca sens inh: 1; Keap1-Nrf2 PPI: -6; PKA-R2B act: -13; NSD2 inh: -2; LANA DNA inh: -2.2; SR-BI uptake up: -6; PvdQ inh: 0; SR-BI DiI inh: 6; Arr AP2 block: -4

What do the screens show for `O=C(NC1CCCC1)c1noc2c1CCCCC2`?
DAGLB inh: -1; RTF Ca sens inh: -4; Keap1-Nrf2 PPI: -3; PKA-R2B act: -5; NSD2 inh: 11; LANA DNA inh: -0.5; SR-BI uptake up: 9; PvdQ inh: -3; SR-BI DiI inh: -9; Arr AP2 block: -4

Results for O=C1C(=O)N(CCOCCO)C(c2ccccn2)/C1=C(\O)c1ccccc1 (centres undefined) ?
DAGLB inh: -1; RTF Ca sens inh: 5; Keap1-Nrf2 PPI: -5; PKA-R2B act: -6; NSD2 inh: -3; LANA DNA inh: -0.5; PvdQ inh: 1; Arr AP2 block: 6

What do the screens show for `O=C(O)C1CCCCC1C(=O)NC1CCCCC1` (centres undefined)?
DAGLB inh: 1; RTF Ca sens inh: 1; Keap1-Nrf2 PPI: -1; PKA-R2B act: -9; NSD2 inh: -7; LANA DNA inh: 0.4; SR-BI uptake up: 20; PvdQ inh: -6; SR-BI DiI inh: -20; Arr AP2 block: 3

Results for Cc1c(N=Cc2nc3ccccc3[nH]2)c(=O)n(-c2ccccc2)n1C ?
DAGLB inh: -3; RTF Ca sens inh: -1; Keap1-Nrf2 PPI: -2; PKA-R2B act: -2; NSD2 inh: -2; LANA DNA inh: 3.9; SR-BI uptake up: 2; PvdQ inh: 14; SR-BI DiI inh: -2; Arr AP2 block: 20

How did c1ccc(CSc2nnc(-c3cccs3)o2)cc1 do in these assays?
DAGLB inh: -12; RTF Ca sens inh: 3; Keap1-Nrf2 PPI: -1; PKA-R2B act: -5; NSD2 inh: -1; LANA DNA inh: 1.0; SR-BI uptake up: 5; PvdQ inh: 1; SR-BI DiI inh: -5; Arr AP2 block: 22

Results for Cc1ccc(S(=O)(=O)N2CCN(C(=O)COC(=O)Cc3ccc(F)cc3)CC2)c(C)c1 ?
DAGLB inh: -3; RTF Ca sens inh: -3; Keap1-Nrf2 PPI: 2; PKA-R2B act: 0; NSD2 inh: 0; LANA DNA inh: -0.3; SR-BI uptake up: 12; PvdQ inh: -11; SR-BI DiI inh: -12; Arr AP2 block: 7

Random excerpt: two compounds from above, in no set order.
Results for Cc1ccc(S(=O)(=O)N2CCN(C(=O)COC(=O)Cc3ccc(F)cc3)CC2)c(C)c1 ?
DAGLB inh: -3; RTF Ca sens inh: -3; Keap1-Nrf2 PPI: 2; PKA-R2B act: 0; NSD2 inh: 0; LANA DNA inh: -0.3; SR-BI uptake up: 12; PvdQ inh: -11; SR-BI DiI inh: -12; Arr AP2 block: 7

Results for CC(=O)COc1cccc2ccc(/C=C/c3ccc(Br)s3)nc12 ?
DAGLB inh: -7; RTF Ca sens inh: -10; Keap1-Nrf2 PPI: -4; PKA-R2B act: -5; NSD2 inh: 12; LANA DNA inh: -1.2; SR-BI uptake up: -26; PvdQ inh: -1; SR-BI DiI inh: 26; Arr AP2 block: 9

High-throughput results from PubChem BioAssay.
